Screens (PubChem BioAssay)
Pin1 inh: inhibitors of human Pin1. Q13526. actives 0.009% (n = 390,000). AID 504891. Potency, µM (top dose mostly 115 µM), for the others: at the highest dose activity, negative = inhibition, actives largely listed as inhibitors. Pin1 FP peptide displacement, HiFluor488, 10 min; active = well fitted inhibition curve with a large enough effect in the polarisation, with a control signal flat, not every such curve was filed as active; inconclusive = small, poorly fitted or top-dose-only effect, or effect the other way, or a change in a side signal; inactive = no such curve, though single readings can be large or run the other way; the % refers to the polarisation; also: % is scaled to controls: 0 for no effect and ±100 for the full control effect
JMJD2A Tudor: JMJD2A Tudor domain (human) inhibition; O75164; AlphaScreen JMJD2A-Tudor / H3K4me3 peptide binding; Potency, µM (series often up to 114 µM), without a hit: top-dose activity change, negative = inhibition, usual class: inhibitors; actives 4.4% (n = 390,000); also: % is scaled to controls: 0 for no effect and ±100 for the full control effect; nearly all actives have a fitted effect of over 50% in size
BLM helicase inh: Bloom syndrome helicase (human) inhibition. Potency, µM (top dose mostly 56.1 µM), for the others: at the highest dose activity change, negative = inhibition, usual class: inhibitors. recombinant BLM DNA unwinding, fluorescence dequenching. actives 0.2% (n = 350,000). P54132. AID 2528;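 also: plate controls were vehicle for no effect and no enzyme for full effect; nearly all actives have a fitted effect of over 35% in size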
Target sequence (P54132 whole entry, looked up): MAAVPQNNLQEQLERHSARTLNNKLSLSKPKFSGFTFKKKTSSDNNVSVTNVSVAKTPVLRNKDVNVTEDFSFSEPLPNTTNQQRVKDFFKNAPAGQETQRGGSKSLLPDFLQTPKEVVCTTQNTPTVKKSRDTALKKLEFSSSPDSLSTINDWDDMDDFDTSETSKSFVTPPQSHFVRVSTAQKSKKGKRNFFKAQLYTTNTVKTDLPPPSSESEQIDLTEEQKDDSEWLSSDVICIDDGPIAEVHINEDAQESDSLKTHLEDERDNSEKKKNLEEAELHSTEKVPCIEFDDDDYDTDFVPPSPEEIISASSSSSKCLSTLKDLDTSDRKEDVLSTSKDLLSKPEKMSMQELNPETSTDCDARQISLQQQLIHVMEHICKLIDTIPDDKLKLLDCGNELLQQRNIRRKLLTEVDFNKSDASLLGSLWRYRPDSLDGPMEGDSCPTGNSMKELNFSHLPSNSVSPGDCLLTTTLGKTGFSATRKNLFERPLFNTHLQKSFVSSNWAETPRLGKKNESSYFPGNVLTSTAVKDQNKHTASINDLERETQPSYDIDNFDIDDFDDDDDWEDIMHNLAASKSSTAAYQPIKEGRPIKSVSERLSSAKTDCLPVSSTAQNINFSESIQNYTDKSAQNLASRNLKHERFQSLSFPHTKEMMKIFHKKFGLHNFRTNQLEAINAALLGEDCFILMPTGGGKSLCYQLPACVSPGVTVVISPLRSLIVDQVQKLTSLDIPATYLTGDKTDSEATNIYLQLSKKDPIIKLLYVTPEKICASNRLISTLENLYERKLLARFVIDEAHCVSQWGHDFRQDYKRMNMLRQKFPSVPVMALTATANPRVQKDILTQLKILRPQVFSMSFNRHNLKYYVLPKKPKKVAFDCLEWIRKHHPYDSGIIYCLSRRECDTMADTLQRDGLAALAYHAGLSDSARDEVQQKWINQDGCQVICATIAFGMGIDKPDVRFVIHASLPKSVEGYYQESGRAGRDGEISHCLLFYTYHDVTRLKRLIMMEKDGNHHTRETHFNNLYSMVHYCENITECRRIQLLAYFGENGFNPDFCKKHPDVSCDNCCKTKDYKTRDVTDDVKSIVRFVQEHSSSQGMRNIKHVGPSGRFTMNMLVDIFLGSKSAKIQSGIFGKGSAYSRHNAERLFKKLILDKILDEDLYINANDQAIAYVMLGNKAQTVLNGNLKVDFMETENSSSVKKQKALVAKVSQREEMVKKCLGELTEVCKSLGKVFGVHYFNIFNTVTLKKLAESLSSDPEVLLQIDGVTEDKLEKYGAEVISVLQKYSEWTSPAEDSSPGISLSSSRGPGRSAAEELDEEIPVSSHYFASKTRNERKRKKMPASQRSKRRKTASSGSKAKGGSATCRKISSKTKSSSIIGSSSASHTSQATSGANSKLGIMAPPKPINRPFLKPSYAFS
GLS inh: blocks human kidney-isoform glutaminase activity; AID 624170; actives 0.21% (n = 410,000); Potency, µM (titrated, usually from 45.5 µM), for inactives: top-dose activity change, negative = inhibition, most hits filed as inhibitors; O94925; GLS enzymatic activity, qHTS titration; also: % is scaled to controls: 0 for no effect and ±100 for the full control effect
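Read-out is an Amplex red fluorescence increase coupled through glutamate oxidase and HRP, measured before and after 30 min room-temperature incubation. hKGA is in 45 mM KH2PO4 (pH 8.2) with 0.02% Tween-20; glutamine added as 1mM solution.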
Tb PGK inh: inhibitors of T. brucei phosphoglycerate kinase. PGK/GAPDH coupled, Kinase-Glo luminescence, 60 min. Potency, µM (highest dose often 57.5 µM), for the others: at the top dose activity change, negative = inhibition, actives largely listed as inhibitors. actives 0.043% (n = 380,000); also: % is scaled to controls: 0 for no effect and ±100 for the full control effect; nearly all actives have a fitted effect of over 60% in size
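Luminescent ATP detection (Kinase-Glo Plus) follows a 60-minute room-temperature incubation, with wells lacking PGK as controls. Buffer: 100 mM TEA (pH 7.6), 5 mM MgCl2, 0.01% Tween-20. Coupling enzyme GAPDH (100 nM final) supplies unstable 1,3-BPG in-well.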
G9a inh: inhibitors of human histone lysine methyltransferase G9a. G9a H3K9 monomethylation, AlphaScreen, 2 h. Potency, µM (top dose mostly 102 µM), for inactives: at the top dose activity, negative = inhibition, actives largely listed as inhibitors. actives 8.8% (n = 350,000). AID 504332; also: % is scaled to controls: 0 for no effect and ±100 for the full control effect; nearly all actives have a fitted effect of over 75% in size
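AlphaScreen read-out: biotin-H3K9 peptide (500 nM) methylation by 20 nM enzyme with 20 uM SAM, 2 h at room temperature after 15 min compound preincubation; anti-monomethyl H3K9 antibody plus donor/acceptor beads, 10 min dark.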
BAZ2B inh: blocks human BAZ2B; Q9UIF8; AlphaScreen BAZ2B-H3K14Ac peptide displacement; Potency, µM (top dose mostly 114 µM), for the others: top-dose activity change, negative = inhibition, hits mostly inhibitors; actives 4.4% (n = 360,000); also: % is scaled to controls: 0 for no effect and ±100 for the full control effect; nearly all actives have a fitted effect of over 60% in size
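AlphaScreen displacement: compounds (up to 110uM) incubated 30 min at room temperature with a preformed 50 nM BAZ2B/50 nM biotinylated H3K14Ac peptide complex in PBS pH 7.4 with Tween-20. Donor and acceptor beads at 10 ug/mL final added, 20 min light-protected before reading.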
POLI inh: inhibitors of human DNA polymerase iota; Q9UNA4; Pol iota fluorescent replication assay, 10 min; Potency, µM (titrated, usually from 115 µM), inactives show at the top dose activity, negative = inhibition, actives largely listed as inhibitors; actives 1% (n = 390,000); AID 588590
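Pol iota at 10 nM preincubated 15 min with compounds at room temperature; reaction started with fluorescent substrate, 50 nM final. Fluorescence read kinetically at 0 and 10 min; buffer-only wells as negative control.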
HP1b chromo inh: blocks HP1-beta chromodomain binding to methylated histone tails; AlphaScreen HP1-beta / biotin-H3K9me3 peptide binding; Potency, µM (highest dose often 114 µM), inactives show at the top dose activity change, negative = inhibition, usual class: inhibitors; actives 0.56% (n = 390,000); AID 540317; also: nearly all actives have a fitted effect of over 70% in size; inactives centre near 23
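HP1-beta protein (50 nM final) preincubated 30 min at room temperature with biotinylated H3(1-18)K9me3 peptide (50 nM) in PBS pH 7.4, 0.01% Tween-20, then compound added for 30 min. AlphaScreen streptavidin donor/nickel chelate acceptor beads (10 ug/mL final), 30 min dark, luminescence read.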
* = called active by the depositor; i = inactive; ? = inconclusive; . = no result given; [ ] = dose if it differs, or a comment. Unless noted, calls follow the shape of the dose curve; as a rule, active = well fitted curve in the direction sought with a large enough effect; inconclusive = small, poorly fitted or top-dose-only effect, or another doubt; inactive = no such curve, though single readings can be large; an effect the other way counts as inactive or inconclusive. Potency is read from the fitted curve at half-maximal effect. Some of the compounds tested; count on the stated rates, not on these rows.

Pin1 inh,JMJD2A Tudor,BLM helicase inh,GLS inh,Tb PGK inh,G9a inh,BAZ2B inh,POLI inh,HP1b chromo inh,smiles
-4%,-20%,-4%,2%,-5%,14%,-1%,21%,21%,COCCn1c(SCC(=O)Nc2ccc3c(c2)OCCO3)nnc1C(C)C
1%,-4%,1%,3%,-9%,7%,.,29%,-6%,C=CCNC(=O)COC(=O)c1cc(S(=O)(=O)N2CCCCC2)ccc1Cl
-1%,-12%,0%,-1%,.,-1%[59 µM],4%,23%,21%,Cc1cc(C(=O)NCCc2ccccc2)ccc1[N+](=O)[O-]
-1%,18µM*,1%,?,4%,-6%,-2%,73%[activator],-10%,C/C(=N\NC(=O)c1ccncc1)c1ccc(N(C)C)cc1
-3%,-16%,-5%,1%,-2%,14%,-5%,120%[activator],12%,O=C1OCC2=C1C(c1ccc(F)cc1)c1cc3c(cc1N2)OCCO3 (stereo not given)
0%,-6%[57.1 µM],-2%,-3%,-8%,23%[12.7 µM],5%,4%,20%,CCOC(=O)c1ccc(NC(=O)CCS(=O)(=O)c2ccc(Br)s2)cc1
-2%,-7%,.,4%,6%,.,.,14%,26%,COc1ccc(C2=NOC(C3(S(=O)(=O)c4ccccc4)CC(O)C3)C2)cc1 (stereo not given)
-8%,-23%,2%,-6%,-4%,-7%[59 µM],-4%,12%,4%,CCCCOc1ccc(C(=O)N2CCCCC2CCN2CCOCC2)cc1 (stereo not given)
?,2%,-15%,-5%,4%,9%[2.33 µM],-5%,7%,34%,COC(=O)C(Nc1ccccc1Cl)(c1cc(C)c(O)c(C)c1)C(F)(F)F (stereo not given)
1%,37%[activator],-5%,-2%,i,-8%,-36%,12%,72%[activator],CCOc1ccccc1NC(=O)c1ccccc1-c1ccccc1
7%,-10%,-4%,-1%,-8%,.,1%,33%[activator],25%,CC(C)c1nnc(NC(=O)CCC(=O)Nc2ccccc2)s1
-8%,10%,1%,0%,-3%,8%,3%,7%,46%[activator],O=C1c2ccccc2C2(c3ccccc3)NCCCN12 (stereo not given)
-2%,-9%,-2%,-12%,-1%,-5%[12.7 µM],2%,0%,47%[activator],CC(=O)NC1(c2cccc(F)c2)CCN(CC(=O)NC(C)C)CC1
7%,-9%,0%,-12%,6%,-6%,-11%,86%[activator],12%,O=C(NCCCN1CCOCC1)c1sc2cc(Cl)ccc2c1Cl
-23%,40µM*,-8%,1%,-8%,3.5µM*,45µM*,45µM*,?,CCOC(=O)C1Nc2ccc(Br)cc2C2C=CCC12 (stereo not given)
13%,-11%,-5%,6%,-8%,3%[59 µM],-10%,19%,28%,CCOC(=O)c1c(C)c(C(=O)Nc2cc(F)ccc2F)c(C)n1C
-2%,79µM*,-1%,-7%,i,0%,-2%,178%[activator],-7%,CCN(CC)C(=O)c1cccc2nc3ccccc3nc12
-2%,-8%,3%,18%,-7%,-4%,3%,0%,48%[activator],O=C(O)CCC(=O)N1CCc2cc(S(=O)(=O)Nc3ccc4c(c3)OCCO4)ccc21
-5%,-6%,1%,1%,2%,?,-2%,?,50%[activator],CN(CCO)c1ccc([N+](=O)[O-])cc1C(=O)O
5%,-15%,-7%,6%,-3%,0%[59 µM],3%,27%,21%,COc1ccc(-c2nc3sc(CCNC(=O)C(=O)Nc4cc(C)cc(C)c4)c(C)n3n2)cc1
24%,-27%,-5%,0%,-8%,-15%,?,?,6%,COc1ccc(-c2nnc(SCC(=O)/C(C#N)=C(\C)N)o2)cc1
1%,-13%,-7%,15%,-1%,-4%,?,15%,25%,Cc1cccc(NC(=O)CN2CCc3cc4c(cc3C2C)OCCCO4)c1 (stereo not given)
9%,-8%,-3%,-13%,-5%,10%,-21%,20%,16%,COc1ccc(NC(=O)NNS(=O)(=O)c2ccc(Br)cc2)cc1
-1%,-18%,-14%,1%,-3%,?,0%,37%,48%[activator],CC(C)(C)OC(=O)CNC(=O)c1[nH]cnc1C(=O)Nc1ccc(Cl)cc1
0%,-17%,-14%,-1%,5%,16%,2%,14%,6%,O=C(Cc1ccc([N+](=O)[O-])cc1)OCc1ccc([N+](=O)[O-])cc1
-3%,-9%,-6%,8%,i,6%[59 µM],-38%,90%[activator],23%,Cc1csc2cc(-c3cccc([N+](=O)[O-])c3)c(-c3cccc([N+](=O)[O-])c3)c[n+]12
-2%,-23%,-8%,0%,-9%,?,?,-23%,2%,N#CC1=C(N)OC2=C(C(=O)CC(c3ccccc3)C2)C1c1ccc2c(c1)OCO2 (stereo not given)
-4%,-17%,-2%,3%,-4%,-34%[59 µM],-23%,14%,13%,COc1ccc(NC(=O)C(NS(=O)(=O)c2cccc3nsnc23)C(C)C)cc1 (stereo not given)
-6%,-6%,.,-2%,i,-5%[12.7 µM],-4%,5%,31%,CC(NC(=O)COC(=O)c1cc(Cl)ccc1O)C1CC2CCC1C2 (stereo not given)
?,-32%,?,6%,-22%,46%,45µM*,32µM*,21%,CCc1cc2c(=O)c(-c3nc4ccccc4n3C)coc2c(CN2CCCCC2C)c1O (stereo not given)
-1%,-27%,.,10%,-10%,.,.,11%,9%,Nc1cc2c(cc1Br)[nH]c(=O)c1ccccc12
3%,-17%,-5%,-7%,0%,17%,-8%,22%,4%,COc1ccc(C(C(=O)NC2CCCC2)N(C(=O)c2ccco2)c2cccc(C(C)=O)c2)cc1OC (stereo not given)
2%,-15%,-1%,5%,3%,20%[59 µM],2%,-10%,33%,Cc1ccnc(NS(=O)(=O)c2cccc([N+](=O)[O-])c2)c1
-3%,-6%,.,2%,-7%,.,.,26%,64%[activator],CC(C)Oc1cc2ccccc2cc1CNC[C@H]1O[C@@H](n2cnc3c(N)ncnc32)[C@H](O)[C@@H]1O
-10%,12%,9%,?,i,-7%[59 µM],-18%,31%[activator],57%[activator],COc1cc(NC(=O)COc2cc3oc(=O)cc(C)c3cc2Cl)cc(OC)c1OC
3%,9%,-5%,?,3%,45µM*,?,-9%,20%,CCOc1ccc(CCNC(=O)c2ccc3c(=O)[nH]c4c(C(=O)NC(C)C)sc(=S)n4c3c2)cc1
5%,-8%,-3%,6%,9%,1%,-37%,-7%,22%,CCOC(=O)c1ccc(NC(=S)N2CCCC2)cc1
-7%,?,-9%,-1%,6%,0%,-7%,51%[activator],22%,CCCc1ccc2oc(C(=O)N3CCC(C(N)=O)(N4CCCCC4)CC3)c(C)c2c1
-14%,-26%,-2%,-2%,-6%,-17%[59 µM],-32%,-25%,-2%,CCOc1ccccc1NC(=O)Cn1ccn(Cc2ccc(C)cc2)c(=O)c1=O
5%,-8%,0%,25%,-1%,15%,12%,10%,8%,CCOc1cccc(-c2nnc3sc(-c4cccs4)nn23)c1
-2%,-10%,4%,20%,-1%,-49%[59 µM],9%,14%,28%,CN1CCCc2cc(C=O)ccc21
6%,-3%,.,-13%,-2%,?,7%,7%,16%,CN(CC(=O)Nc1ccccc1Br)C(=O)CCCSc1nc2ccccc2[nH]1
-6%,-3%,1%,-5%,-5%,10%,-14%[57.1 µM],17%,31%,Cc1c(NC(=O)C23CC4CC(CC(Br)(C4)C2)C3)c(=O)n(-c2ccccc2)n1C
-14%,0%,0%,-2%,i,50µM*,-14%,164%[activator],49%[activator],O=C1Nc2cc(C(F)(F)F)ccc2N2CCCCC12 (stereo not given)
6%,-22%,-1%,4%,2%,?,-5%,3%,18%,CCOC(=O)CCCn1c(C)nc(=O)c(-c2ccccc2)c1C
0%,6%,-3%,-4%,-9%,2%[59 µM],-4%,6%,32%,CCOC(=O)c1ccc(-c2nnc(-c3ccc(Cl)cc3Cl)o2)cc1
-11%,?,.,2%,2%,26%[12.7 µM],?,17%,-13%,COc1cc2c(cc1OC)CN(C(=O)c1nn(Cc3ccccc3)c(=O)c3ccccc13)CC2
-4%,?,.,-2%,-6%,.,.,?,0%,COc1ccc(-c2nc3c(C(=O)NCCN(C)C)cccc3c3ccccc23)cc1
3%,?,.,3%,0%,35µM*,-35%,-14%,9%,Cc1ccc(NC(=O)COC(=O)Cc2c[nH]c3ccccc23)cc1F
4%,-24%,1%,3%,1%,2%,3%,222%[activator],27%,Cc1ccc(S(C)(=O)=NC(=O)NC(=O)c2c(Cl)cccc2Cl)cc1 (stereo not given)
3%,20µM*,1%,2%,i,14%,56µM*,-4%,45µM*,COc1ccc(CNC(=O)CNC(C)c2ccc(F)cc2)cc1 (stereo not given)
-12%,-5%,-2%,19%,-6%,14%,5%[57.1 µM],11%,47%[activator],O=C(/C=C/c1ccccc1)NNC(=O)c1cccnc1
5%,?,-7%,-1%,i,11µM*,?,-15%,?,CN(C)c1oc(-c2ccc(OCc3ccccc3)cc2)nc1C#N
-6%,-16%,1%,20%,i,1%[59 µM],0%,-5%,28%,CC1(C)CC(=O)C(C(c2cccc([N+](=O)[O-])c2)C2C(=O)CC(C)(C)CC2=O)C(=O)C1
1%,-14%,1%,0%,-2%,-5%[59 µM],-16%,115%[activator],28%,COc1cccc(/C=C/C(=O)N2CCN(c3n[nH]c(=O)[nH]c3=O)CC2)c1OC
-1%,-21%,-8%,-13%,-6%,-35%,-15%,?,0%,O=Cc1[nH]c2ccccc2c1N(C(=O)CCl)c1ccccc1

Of the compounds above, 2 contain a furan ring, fused or not.
Pin1 inh,JMJD2A Tudor,BLM helicase inh,GLS inh,Tb PGK inh,G9a inh,BAZ2B inh,POLI inh,HP1b chromo inh,smiles
3%,-17%,-5%,-7%,0%,17%,-8%,22%,4%,COc1ccc(C(C(=O)NC2CCCC2)N(C(=O)c2ccco2)c2cccc(C(C)=O)c2)cc1OC (stereo not given)
-7%,?,-9%,-1%,6%,0%,-7%,51%[activator],22%,CCCc1ccc2oc(C(=O)N3CCC(C(N)=O)(N4CCCCC4)CC3)c(C)c2c1
